# Assay outcomes: PubChem BioAssay, several laboratories
# Pf gametocyte: late stage P. falciparum gametocyte viability inhibitors, primary screen, ATP luminescence, HTS. P. falciparum stage V gametocytes, 24 h. inhibition, % at 10.9 µM. 150,000 tested, 0.065% active. AID 743093, 2013;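 active means inhibition above the mean plus 3 SD of compounds within the control limits, set per campaign, cut at about 38% in these data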;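 further: 0% = DMSO wells and 100% = medium only without gametocytes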
# Avidin fluor: green autofluorescence of compounds with avidin beads – biophysical, 488/530 nm, flow cytometry, artefact control, profiling panel | compound fluorescence 488/530 nm; stronger effect = higher value | fluorescence (KMESF) at 10 µM | 220,000 tested, 0.38% active | AID 1775, 2009; in the data active means fluorescence above about 47; further: inactives centre near 10
# Rab2 wt GTP: modulators of GTP binding to Rab2A wildtype, primary screen, biochemical, dog, bead-based flow cytometry, multiplex. 190,000 tested, 0.19% active. GTP binding activity, % at 10 µM. GST-Rab2 wt beads, Bodipy-GTP binding;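 active means GTP binding activity at least 20 points away from 100%, either lowered or raised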;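 further: 0% = beads with excess unlabeled GTP and 100% = no-compound control corrected for plate trend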
# Rab7 wt GTP bind: modulators of GTP binding to Rab7, primary screen, biochemical, wildtype, multiplex bead flow cytometry; Rab7 GTPase wild type (dog), Bodipy-FL-GTP binding; GST-Rab7 beads, fluorescent GTP binding; actives lie on both sides; untreated = 100%, excess cold GTP = 0%; GTP binding activity (percent of control), % at 10 µM; 190,000 tested, 0.055% active; AID 758, 2007;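 active means fluorescent GTP binding to Rab7 beads changed by at least 20 points from the 100% baseline, either direction, mostly lower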;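 further: median green fluorescence of bound Bodipy-FL-GTP per Rab7 bead population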
# Rac1 act GTP bind: GTP binding modulators of activated mutant Rac1, primary screen, biochemical, bead-based flow cytometry, multiplex, fluorescent GTP | GST-Rac1 activated beads; actives lie on both sides; 100% means binding = to untreated wells | percent activity (GTP binding), % at 10 µM | Ras-related C3 botulinum toxin substrate 1 (Homo sapiens), P63000 | AID 764, 2007 | 190,000 tested, 0.11% active;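 active means GTP binding at least 20 percentage points away from the 100% baseline, in either direction, so actives lie on both sides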
# Cdc42 wt: modulators of GTP binding to wildtype Cdc42, primary screen, biochemical, multiplex bead flow cytometry, Bodipy-GTP; percent activity (GTP binding), % at 10 µM; GST-Cdc42 beads; actives lie on both sides; 190,000 tested, 0.2% active;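 active means percent activity GTP binding at least 20 points away from the 100% baseline, either down as inhibitor or up as activator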;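 further: median bead fluorescence of bound Bodipy-FL-GTP at 100 nM; 0% = excess unlabeled GTP control and 100% = no compound control; below 100% means less GTP binding so inhibitor and above means activator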
# GSH bead fluor: compound fluorescence on glutathione beads, profiling panel, artefact control, biophysical, 488/530 nm, flow cytometry; fluorescence (KMESF) at 10 µM; 190,000 tested, 0.25% active; GSH beads flow cytometry, compound fluorescence 488/530 nm; stronger effect = higher value; AID 1776, 2009; in the data active means fluorescence above about 89;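 further: glutathione beads carrying GST-tagged Bcl family fusion proteins plus one bare bead set; values are compound well signal with DMSO vehicle wells as background; inactives centre near 16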
# Rac1 wt GTP bind: wildtype Rac1 GTP binding modulators, primary screen, biochemical, GST-Rac1 beads, flow cytometry, multiplex | Ras-related C3 botulinum toxin substrate 1 (Homo sapiens), P63000 | fluorescent GTP binding; actives lie on both sides; 0 = cold GTP competed, 100 = untreated | GTP binding activity (% of control), % at 10 µM | 190,000 tested, 0.27% active;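 active means GTP binding activity at least 20 points away from the 100% control level, either lower or higher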
# ABCB1 inh: ABCB1 efflux pump inhibitors, primary screen, cell-based, multiplex, flow cytometry, ABCG2 counter-screen; CCRF-Adr cells, JC-1 efflux; inhibition, % at 6.6 µM; 190,000 tested, 0.067% active; in the data active means inhibition above about 40%;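 further: 0% = vehicle and 100% = reference inhibitor; higher value means more JC-1 retained so stronger ABCB1 efflux block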
# Target sequence (P08183 whole entry, looked up): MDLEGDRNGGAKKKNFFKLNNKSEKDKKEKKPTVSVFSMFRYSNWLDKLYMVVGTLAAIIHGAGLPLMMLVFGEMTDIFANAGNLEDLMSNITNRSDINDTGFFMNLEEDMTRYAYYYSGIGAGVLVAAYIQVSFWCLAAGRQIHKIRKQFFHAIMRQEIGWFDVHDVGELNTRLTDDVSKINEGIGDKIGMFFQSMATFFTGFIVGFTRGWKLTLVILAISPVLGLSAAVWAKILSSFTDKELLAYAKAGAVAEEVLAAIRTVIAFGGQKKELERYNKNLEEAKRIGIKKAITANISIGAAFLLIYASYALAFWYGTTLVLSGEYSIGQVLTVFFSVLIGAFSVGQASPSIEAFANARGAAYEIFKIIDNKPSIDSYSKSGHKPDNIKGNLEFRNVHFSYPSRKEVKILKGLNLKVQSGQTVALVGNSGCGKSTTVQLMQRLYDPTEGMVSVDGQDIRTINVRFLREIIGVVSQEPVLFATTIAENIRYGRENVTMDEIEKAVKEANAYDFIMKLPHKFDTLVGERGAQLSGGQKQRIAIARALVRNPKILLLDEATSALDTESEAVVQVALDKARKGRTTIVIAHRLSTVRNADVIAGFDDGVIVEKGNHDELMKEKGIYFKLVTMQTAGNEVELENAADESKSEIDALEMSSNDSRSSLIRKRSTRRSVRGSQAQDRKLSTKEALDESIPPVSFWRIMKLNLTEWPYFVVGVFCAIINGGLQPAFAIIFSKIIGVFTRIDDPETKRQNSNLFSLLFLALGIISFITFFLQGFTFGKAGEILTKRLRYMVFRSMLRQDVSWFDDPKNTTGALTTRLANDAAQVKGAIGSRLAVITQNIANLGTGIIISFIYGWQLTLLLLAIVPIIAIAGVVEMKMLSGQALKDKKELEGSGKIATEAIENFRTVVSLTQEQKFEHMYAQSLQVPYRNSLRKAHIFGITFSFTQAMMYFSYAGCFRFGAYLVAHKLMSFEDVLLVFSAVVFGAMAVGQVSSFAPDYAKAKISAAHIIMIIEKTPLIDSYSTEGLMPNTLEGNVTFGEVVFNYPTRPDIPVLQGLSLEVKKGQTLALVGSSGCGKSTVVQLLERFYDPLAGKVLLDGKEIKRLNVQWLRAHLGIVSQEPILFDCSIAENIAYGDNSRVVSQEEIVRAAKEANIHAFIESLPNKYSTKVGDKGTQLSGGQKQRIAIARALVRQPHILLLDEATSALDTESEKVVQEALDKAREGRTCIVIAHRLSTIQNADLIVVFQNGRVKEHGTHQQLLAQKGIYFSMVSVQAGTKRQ
# ABCG2 inh: ABCG2 efflux pump inhibitors, primary screen, multiplex with ABCB1, IgMXP3 cells, flow cytometry | Broad substrate specificity ATP-binding cassette transporter ABCG2 (Homo sapiens), Q9UNQ0 | JC-1 efflux | inhibition, % at 6.6 µM | 190,000 tested, 0.1% active;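 active means inhibition above 80%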;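 further: 0% = DMSO and 100% = nicardipine control wells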
#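 Test system: ABCG2 IgMXP3 and barcoded ABCB1 CCRF-Adr cell mix; Schedule: cells with compound and JC-1, 10 min at 25 °C, rotating, no wash; Technique: flow cytometry of retained JC-1 fluorescence; Measure: % inhibition of efflux relative to nicardipine and DMSO; Controls: nicardipine high and DMSO low controls.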
# HRas wt GTP bind: modulators of GTP binding to HRas wildtype, primary screen, biochemical, bead-based flow cytometry, multiplex; GTP binding activity, % at 10 µM; GST-Ras wt beads, Bodipy-FL-GTP binding; actives lie on both sides; 190,000 tested, 0.14% active; GTPase HRas (Homo sapiens), P01112;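 active means GTP binding activity at least 20% away from the 100% baseline, either lowered as inhibitor or raised as activator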;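 further: 0% = unlabeled GTP competition control and 100% = no-compound control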
# * hit, by the source's call; nt = not tested or not shown.
# Start of the data: the first 2 entries, ahead of the listing:
SMILES,Pf gametocyte,Avidin fluor,Rab2 wt GTP,Rab7 wt GTP bind,Rac1 act GTP bind,Cdc42 wt,GSH bead fluor,Rac1 wt GTP bind,ABCB1 inh,ABCG2 inh,HRas wt GTP bind
CC(C)c1ccccc1NC(=O)COC(=O)c1ccc(Cl)c(S(=O)(=O)N2CCCCCC2)c1,12,12,100,98,101,99,5,104,0.4,3,102
CCOc1ccc(C(=O)C(c2ccccc2)N2CCOCC2)cc1 (stereo not given),nt,14,97,97,94,97,28,95,-2.2,-2,98

# The whole of this part, previewed entries included:
SMILES,Pf gametocyte,Avidin fluor,Rab2 wt GTP,Rab7 wt GTP bind,Rac1 act GTP bind,Cdc42 wt,GSH bead fluor,Rac1 wt GTP bind,ABCB1 inh,ABCG2 inh,HRas wt GTP bind
CC(C)c1ccccc1NC(=O)COC(=O)c1ccc(Cl)c(S(=O)(=O)N2CCCCCC2)c1,12,12,100,98,101,99,5,104,0.4,3,102
CCOc1ccc(C(=O)C(c2ccccc2)N2CCOCC2)cc1 (stereo not given),nt,14,97,97,94,97,28,95,-2.2,-2,98
O=C(NC1CCS(=O)(=O)C1)c1cccc(S(=O)(=O)N2CCOCC2)c1 (stereo not given),nt,17,102,101,100,102,28,104,1.6,4,101
Nc1ccc(Br)cc1C(NCC(=O)O)c1ccccc1 (stereo not given),-8,8,95,103,94,94,64,95,0.6,4,96
O=C(COC(=O)C1CCC(=O)N1)Nc1ccc(Oc2ccccc2)cc1 (stereo not given),nt,21,96,104,95,94,7,93,-0.1,1,97
C=CCNc1nc(NCc2ccccc2)c(C#N)c2c1CN(C)CC2,nt,36,100,101,99,103,11,99,0.6,3,100
CC(C)=C(C#N)c1nc2ccccc2s1,nt,11,106,99,101,106,24,105,0.9,6,106
Cc1nc2nc(-c3ccco3)nn2c(C)c1Cl,8,8,98,99,96,101,16,98,0.6,11,101
Cc1ccccc1CN1C2=NCCCN2c2ccccc21,-8,11,100,100,98,99,31,105,-2.1,-1,99
COc1ccc(NC(=O)/C=C/c2ccccc2[N+](=O)[O-])c(OC)c1,12,13,99,99,97,100,19,100,0.6,9,98
Cc1cc(C(C)(C)C)ccc1OCCOCCN1CCCC1,11,7,102,100,102,103,11,107,0.6,1,102
Nc1nnc(CCOc2ccccc2Cl)s1,nt,7,101,97,97,99,21,103,0.7,36,97
COc1cc(C)nc(N2CCCC(C(=O)Nc3cc(Cl)ccc3OC)C2)n1 (stereo not given),nt,9,100,99,98,102,31,100,1.5,18,101
CC1(C)CC(=O)/C(=C(\O)c2ccccc2)C(=NCCc2ccccc2)C1,-11,11,100,101,99,100,14,104,0.5,1,100
C=CCNC(=O)/C=C/c1ccc(C(C)C)cc1,-37,14,100,98,102,102,13,103,0.2,4,102
CCOC(=O)CC1C(=O)NCCN1C(=O)c1cc2c(=O)n3cccc(C)c3nc2s1 (stereo not given),nt,9,98,97,99,102,18,105,-0.9,0,97
COc1ccc(NC(=O)CSc2c(C)nn(-c3nnc(C)c(=O)[nH]3)c2C)cc1,nt,43,97,98,100,102,17,100,0.1,1,99
Cc1nn(Cc2ccc(Cl)cc2Cl)c(Cl)c1/C=N/NC(=O)CNc1cccc(C(F)(F)F)c1,nt,6,96,102,99,100,17,103,0.1,14,100
CCN(c1ccccc1)S(=O)(=O)c1ccc(F)cc1C,11,10,97,97,93,96,25,96,0.8,10,96
COc1cccc(-c2cn3nc(C)c(C)nc3n2)c1,nt,7,102,106,99,102,11,105,0.1,0,103
CCN(CC)C(=O)c1cccc(-c2ccc(OC)cc2)c1,21,5,97,99,96,97,19,97,1.2,8,97
O=C(N/C(=C/c1ccco1)C(=O)N1CCCCCC1)c1cccs1,nt,7,99,95,95,97,32,98,1.6,7,96
COc1ccc(Cl)cc1NC(=O)CN1CCC(n2nnc3ccccc32)CC1,nt,29,100,97,100,101,23,104,4.6,53,101
O=C(c1cc(-c2cccs2)nc2ccccc12)N1CCN(c2ccccc2O)CC1,-5,22,94,101,92,96,12,95,1.3,5,95
COc1cnn(-c2ccccc2)c(=O)c1SCc1ccc(Cl)cc1Cl,nt,21,98,103,96,98,10,97,0.5,2,100

# The list goes on.
SMILES,Pf gametocyte,Avidin fluor,Rab2 wt GTP,Rab7 wt GTP bind,Rac1 act GTP bind,Cdc42 wt,GSH bead fluor,Rac1 wt GTP bind,ABCB1 inh,ABCG2 inh,HRas wt GTP bind
CCc1nc(SCc2ccccn2)[nH]c(=O)c1C,nt,12,99,98,97,98,11,102,0.4,1,98
COc1cccc(N2CCN(C(c3ccccn3)c3nnnn3C(C)(C)C)CC2)c1 (stereo not given),nt,8,100,104,100,101,21,106,1.0,1,101
C=CCn1c(=O)c(C(=O)OCC)c(O)c2ccccc21,-20,8,93,90,92,96,13,97,-0.1,6,95
CCC1CCCCN1CCCNC(=O)CC1Oc2ccccc2NC1=O (stereo not given),nt,8,104,105,103,104,24,107,-2.8,-3,104
Cn1nnnc1SCC(=O)c1ccc2c(c1)OCCO2,-17,22,99,102,96,97,21,101,0.2,3,98
CCCCOc1nc(N)nc(-c2ccccc2)n1,14,20,97,96,95,91,24,94,0.4,6,93
CCCCCOC(=O)c1c(N)n(CCOC)c2nc3ccccc3nc12,-15,5,100,98,99,101,19,103,0.1,1,101
COc1ccc(CC(=O)Nc2nncs2)cc1OC,11,11,100,101,97,102,22,98,1.1,4,102
O=C(c1cc2ccccc2o1)c1cccs1,10,17,101,101,100,102,21,102,0.7,4,99
Cc1cc(Nc2ccccc2)n(CCO)n1,11,28,101,98,99,102,16,104,0.4,2,99
O=C(c1cccc(-c2nnc(-c3ccccc3)o2)c1)N1CCCCCC1,nt,12,99,99,97,100,52,99,3.5,19,99
CC(CCc1ccccc1)NC(=O)CSc1nc(N)cc(N)n1 (stereo not given),nt,4,99,99,99,98,26,105,0.1,0,99
COc1ccccc1-n1nnnc1SCC(=O)NC1CCCC1,7,13,100,101,94,100,38,97,0.3,0,101
COc1cc(NC(=O)N2CCOCC2)cc(OC)c1,nt,23,102,104,98,102,15,102,0.6,6,101
N#Cc1cccc(NC(=O)CCC2CCCC2)c1,10,17,103,101,101,107,27,116,0.6,7,104
Cc1cc(O)c(NC(=O)c2ccc(C)c([N+](=O)[O-])c2)cc1C,-7,23,95,90,95,97,29,94,0.8,5,95
c1ccc(-c2oc3ncnc(NCCN4CCOCC4)c3c2-c2ccccc2)cc1,3,17,103,101,102,104,16,107,2.4,10,105
CN1C(=O)c2ccc(NC(=O)c3cccc(N4C(=O)CCC4=O)c3)cc2C1=O,nt,11,95,100,94,92,9,97,1.0,24,95
O=C(CN1C(=O)C2C3CCC(C3)C2C1=O)NCc1ccco1 (stereo not given),24,12,101,105,96,100,19,104,0.8,2,102
CC(=O)c1nc(N2C(=O)CC(Cc3ccccc3)C2=O)sc1C (stereo not given),4,6,101,99,101,100,18,102,-0.4,0,100
CCC1Oc2ccccc2N(CC(=O)NCCN2CCc3ccccc3C2)C1=O (stereo not given),4,8,97,93,94,98,23,96,0.4,1,97
CCOCCCNC(=S)NCCc1ccccc1,nt,4,100,100,99,102,9,102,0.3,7,101
COC(=O)c1cccnc1N1CCN(c2ccccc2F)CC1,-7,7,96,93,96,96,61,97,0.0,0,96
O=P(c1ccccc1)(c1ccccc1)N(c1ccccc1)c1ccccc1,25,8,101,96,102,99,9,103,0.7,1,101
Nn1c(SCC(=O)Nc2ccc(F)cc2F)nnc1C1CCCCC1,nt,5,100,100,98,101,28,103,0.5,3,99

# Looked up one by one from the entries so far:
SMILES,Pf gametocyte,Avidin fluor,Rab2 wt GTP,Rab7 wt GTP bind,Rac1 act GTP bind,Cdc42 wt,GSH bead fluor,Rac1 wt GTP bind,ABCB1 inh,ABCG2 inh,HRas wt GTP bind
COc1ccc(CC(=O)Nc2nncs2)cc1OC,11,11,100,101,97,102,22,98,1.1,4,102
O=C(c1cccc(-c2nnc(-c3ccccc3)o2)c1)N1CCCCCC1,nt,12,99,99,97,100,52,99,3.5,19,99
N#Cc1cccc(NC(=O)CCC2CCCC2)c1,10,17,103,101,101,107,27,116,0.6,7,104
CC(CCc1ccccc1)NC(=O)CSc1nc(N)cc(N)n1 (stereo not given),nt,4,99,99,99,98,26,105,0.1,0,99

# At a glance, two of the compounds above:
SMILES,Pf gametocyte,Avidin fluor,Rab2 wt GTP,Rab7 wt GTP bind,Rac1 act GTP bind,Cdc42 wt,GSH bead fluor,Rac1 wt GTP bind,ABCB1 inh,ABCG2 inh,HRas wt GTP bind
CCc1nc(SCc2ccccn2)[nH]c(=O)c1C,nt,12,99,98,97,98,11,102,0.4,1,98
COc1cccc(N2CCN(C(c3ccccn3)c3nnnn3C(C)(C)C)CC2)c1 (stereo not given),nt,8,100,104,100,101,21,106,1.0,1,101

# Next structures follow:
SMILES,Pf gametocyte,Avidin fluor,Rab2 wt GTP,Rab7 wt GTP bind,Rac1 act GTP bind,Cdc42 wt,GSH bead fluor,Rac1 wt GTP bind,ABCB1 inh,ABCG2 inh,HRas wt GTP bind
CCOCCn1cnc2sc(C(=O)NCC(=O)OCC)c(C)c2c1=O,-21,39,100,97,97,103,24,105,0.7,7,101
O=C(O)Cn1nc(C(F)(F)F)c2c1CCC2,nt,21,103,106,101,104,23,102,0.7,2,104
CCO/N=C(\C)c1c(O)c2ccccc2n(C)c1=O,nt,14,95,100,98,98,4,100,0.1,-1,98
CCOc1ccc(-c2cnc(SCC(N)=O)nc2N)cc1,18,6,100,100,99,96,25,98,-0.4,-1,98
Cc1ccn2c(C(=O)CSc3ccccc3Cl)c(C)nc2c1,17,13,93,91,93,93,28,95,0.5,5,94
CN(Cc1ccccc1)c1nc2c(c(=O)n(C)c(=O)n2C)n1CCSc1ncccn1,nt,9,101,99,100,103,22,109,1.1,4,103
CCOC(=O)c1sc(NS(=O)(=O)c2ccc(F)cc2)nc1C,nt,12,92,95,94,93,13,100,0.4,1,94
